Screens (PubChem)
ATG4B inh = inhibitors of human ATG4B cysteine protease; Q9Y4P1; ATG4B cleavage of LC3-PLA2, NBD-HPC fluorescence, 1 h; inhibition, % at 8.33 µM; 340,000 tested, 0.51% active; AID 504462; in the data active = inhibition above about 40%
Target sequence (Q9Y4P1 whole entry, looked up): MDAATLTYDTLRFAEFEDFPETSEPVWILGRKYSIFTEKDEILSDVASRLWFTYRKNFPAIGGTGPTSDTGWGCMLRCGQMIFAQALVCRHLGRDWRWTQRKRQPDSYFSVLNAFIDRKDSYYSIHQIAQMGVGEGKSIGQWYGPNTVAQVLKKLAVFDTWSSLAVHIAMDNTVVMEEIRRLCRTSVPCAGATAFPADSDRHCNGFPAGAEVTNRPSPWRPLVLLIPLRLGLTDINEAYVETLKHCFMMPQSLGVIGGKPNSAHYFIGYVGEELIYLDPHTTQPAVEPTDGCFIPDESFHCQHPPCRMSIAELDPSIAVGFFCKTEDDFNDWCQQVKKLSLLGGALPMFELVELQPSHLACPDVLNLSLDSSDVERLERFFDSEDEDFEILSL
A3G deaminase = APOBEC3G (human) deaminase inhibition; Q9HC16; recombinant A3G, ssDNA deamination FAM/TAMRA fluorescence; inhibition, % at 20 µM; 330,000 tested, 0.28% active; AID 493012;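 active = inhibition of at least 40% at 20 µM, with no more than 30% in the related APOBEC3A deaminase screen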;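 note: plate controls were DMSO wells with A3G for no effect and wells lacking A3G enzyme for full effect; some compounds called inactive have numbers as strong as hits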
MIN6 prolif = inducers of beta-cell replication in MIN6 cells; MIN6 cells proliferation, ATPlite luminescence, 48 h; cells starved in 0.2% serum; 100% = growth in 10% serum; proliferation, % at 10 µM; 330,000 tested, 0.29% active;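 active = compounds whose signal lies at least 3.5 SD above the mean of all wells on their plate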;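 note: 0% = DMSO-treated cells in low-serum medium and 100% = 10% serum control; some compounds called inactive have numbers as strong as hits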
MPTP block = blocks calcium-induced mitochondrial swelling; isolated mouse mitochondria, Ca2+ swelling absorbance, 30 min; inhibition, % at 10 µM; 360,000 tested, 1.4% active; AID 602449;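 active = inhibition of 50% or more, scaled per plate between neutral and stimulator controls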;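 note: 0% = DMSO wells given calcium and 100% = 1 mM EGTA wells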
hIAP block = blocks human intestinal alkaline phosphatase. 330,000 tested, 0.12% active. inhibition, % at 10 µM. purified IAP, CDP-Star luminescence, 30 min. P09923. AID 2544;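 active = inhibition reaching a set limit with compound at 10 µM in the primary screen, cut at about 35% in these data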;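 note: plate controls were DMSO wells with enzyme for no effect and no-enzyme buffer wells for full effect; values of inactives mirror those of a sister screen read the other way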
Target sequence (P09923 whole entry, looked up): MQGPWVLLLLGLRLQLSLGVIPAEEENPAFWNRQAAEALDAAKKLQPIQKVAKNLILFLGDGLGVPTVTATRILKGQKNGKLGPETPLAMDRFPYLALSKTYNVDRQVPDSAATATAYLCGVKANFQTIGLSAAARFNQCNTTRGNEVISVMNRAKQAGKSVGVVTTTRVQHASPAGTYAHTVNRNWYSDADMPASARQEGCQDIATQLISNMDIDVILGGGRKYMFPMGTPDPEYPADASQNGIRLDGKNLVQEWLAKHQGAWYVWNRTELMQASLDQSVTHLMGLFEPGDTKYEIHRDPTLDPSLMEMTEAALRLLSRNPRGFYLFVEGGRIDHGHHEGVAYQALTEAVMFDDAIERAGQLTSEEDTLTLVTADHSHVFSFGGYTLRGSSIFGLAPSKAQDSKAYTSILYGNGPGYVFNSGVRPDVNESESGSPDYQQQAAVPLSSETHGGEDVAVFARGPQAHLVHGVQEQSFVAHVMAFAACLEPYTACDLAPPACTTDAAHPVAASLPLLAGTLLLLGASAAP
mIAP inh = mouse IAP inhibition | purified mouse IAP, CDP-Star luminescence, 30 min | inhibition, % at 10 µM | 330,000 tested, 0.2% active;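 active = inhibition of at least 40% at 10 µM in the primary screen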;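 note: plate controls were DMSO with enzyme for no effect and no enzyme wells for full effect; values of inactives mirror those of a sister screen read the other way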
hIAP activ = increases human intestinal alkaline phosphatase activity; purified human IAP, CDP-Star luminescence, 30 min; hits give high values; 1 = vehicle-only enzyme, 0 = enzyme-free background; activation factor at 10 µM; 330,000 tested, 0.16% active; P09923; AID 2524;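 active = activation factor of the enzyme at least 2-fold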; note: the source names both 10 and 20 µM as test concentration; values of inactives mirror those of a sister screen read the other way
APOBEC3A inh = blocks human APOBEC3A ssDNA deamination; P31941; recombinant A3A, FAM/TAMRA ssDNA deamination fluorescence; inhibition, % at 20 µM; 330,000 tested, 0.41% active;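 active = at least 40% inhibition at 20 µM here, with at most 30% in a related deaminase screen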;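 note: plate controls were A3A with DMSO for no effect and wells lacking A3A enzyme for full effect; some results filed as inactive read as strong as hits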
mIAP act = increases mouse intestinal alkaline phosphatase activity; muIAP, CDP-Star luminescence, 30 min; hits give high values; 1 = vehicle-only enzyme signal, 0 = enzyme-free wells; activation factor at 10 µM; 330,000 tested, 0.24% active; AID 2805;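 active = activation factor of at least 2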; note: the source names both 10 and 20 µM as test concentration; values of inactives mirror those of a sister screen read the other way
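System: mouse IAP enzyme. Reagent: CDP-Star chemiluminescent phosphatase substrate. Benchmarks: DMSO wells, no-enzyme wells. Times: 30 min enzyme-substrate-compound incubation at room temperature. Detection: luminescence from enzymatic CDP-Star hydrolysis. Doses: test compounds delivered from DMSO solution.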
Numbers without * were called inactive; x = no result given.

SMILES	ATG4B inh	A3G deaminase	MIN6 prolif	MPTP block	hIAP block	mIAP inh	hIAP activ	APOBEC3A inh	mIAP act
Cc1ccc(C(=O)OCC(=O)NCCc2ccc(F)cc2)cc1S(=O)(=O)N1CCOCC1	4	-2	-1	-0.1	22	-1	0.79	2	1
Cc1ccccc1-n1c(O)c(/C=C/C=Nc2ccccc2)c(=O)[nH]c1=O	-7	-19	0	0.8	-8	-44	1.1	-4	1.4
NS(=O)(=O)c1cccc(NC(=O)c2cccc(S(=O)(=O)N3CCCCCC3)c2)c1	-14	-4	-4	-0.8	-1	9	1	-2	0.91
COc1cc(C=O)ccc1OCCOCCOc1cc(C)ccc1Cl	-3	-9	1	15	14	2	0.86	0	0.98
Cc1cc2c(cc1S(=O)(=O)NCc1ccc(N(C)C)cc1)OCC(=O)N2	-11	-1	-3	0.9	3	2	0.97	-2	0.98
COc1ccc(C2N=C(c3ccccc3)C(C)(C)N2O)cc1 (centres undefined)	10	0	-4	-0.5	-30	1	1.3	3	0.99
O=C(O)c1cc(-c2ccc(Cl)cc2)n(-c2cccc(Cl)c2)n1	19	-9	-2	2.5	-7	4	1.1	-4	0.96
O=C(Nn1cnnc1)c1ccc(Cl)cc1[N+](=O)[O-]	5	2	-1	1.0	-4	5	1	-2	0.95
c1nnn(C23CC4CC(CC(C4)C2)C3)n1	-3	-4	0	-0.5	13	4	0.87	2	0.96
COc1cc(OC)cc(C(=O)NCC(=O)OCC(=O)N2CC(C)CC(C)C2)c1 (centres undefined)	1	-15	3	-0.7	-5	3	1.1	-5	0.97
O=C(c1ccco1)N1CCN=C1SCc1cccc(Cl)c1	-12	-4	-3	-1.2	9	11	0.91	4	0.89
CC1=NNC(=O)C1CCC(=O)N/N=C/c1ccc(Cl)cc1 (centres undefined)	-3	-6	-1	-0.4	3	0	0.97	-4	0.99
CC(Oc1cc2oc(=O)c3c(c2cc1Cl)CCC3)C(=O)NCCCN1CCCC1=O (centres undefined)	2	4	1	-0.7	-9	-8	1.1	3	1.1
O=C(c1ccc(CN2CCOCC2)cc1)N1CCN(c2ccccc2F)CC1	4	-3	0	0.9	1	-2	0.99	0	1
Cn1c(=O)c2[nH]c(CNc3ccc(C(=O)O)cc3)nc2n(C)c1=O	-4	-6	-2	-1.2	1	-1	0.99	-4	1
O=C(NCc1cccnc1)c1ccccc1NS(=O)(=O)c1ccc(F)cc1	3	-2	-1	-1.1	-4	8	1	-4	0.93
O=C(Oc1cccc(N2C(=O)CCC2=O)c1)c1ccccc1	16	1	0	2.2	18	3	0.82	7	0.97
O=C(c1ccc(S(=O)(=O)N2CCCC2)cc1)N(c1ccc(F)cc1)C1C=CS(=O)(=O)C1 (centres undefined)	-3	-2	3	0.7	-6	5	1.1	3	0.95
Cc1ccc2nc(NNC(=O)c3ccc(S(=O)(=O)N4CCc5ccccc5C4)cc3)sc2c1	-8	-9	-6	14	-41	3	1.4	-3	0.97
COc1ccc(NC(=O)COc2cccc3c2CCN(Cc2cccnc2)C3=O)cc1	-7	-3	-3	-1.6	1	-1	0.99	-4	1
CN(c1ccccc1)S(=O)(=O)c1ccc(C(=O)NCc2ccco2)cc1	-6	-4	-4	0.0	9	4	0.91	-3	0.96
CC(C)(C)C(=O)NC(=S)N1CCCC1	1	-9	0	0.8	-2	1	1	0	0.99
CC(C)(C)c1ccc(CSc2nnc(-c3ccccc3NC(=O)c3ccccc3)o2)cc1	35	-2	0	2.8	-1	10	1	0	0.9
O=C(COC(=O)c1ccccc1Br)NCCN1C(=O)CSC1=O	-6	-6	-1	0.9	-30	-20	1.3	-5	1.2
COc1cc(OC)cc(C(=O)Nn2cc(C(=O)Nc3ccc(F)cc3F)c3ccccc3c2=O)c1	-8	-3	-2	4.2	0	1	1	1	0.99
Cc1noc(N)c1C1(O)C(=O)N(C(C)C)c2ccccc21 (centres undefined)	-9	1	0	2.9	-12	-9	1.1	2	1.1
O=C(N/N=C\C=C\c1ccc2c(c1)OCO2)C1COc2ccccc2O1 (centres undefined)	-2	-7	1	1.2	6	13	0.94	0	0.87
CCC(=O)N1CCc2cc(S(=O)(=O)CCC(=O)Nc3ccc(OC)cc3)ccc21	4	0	-2	-1.7	3	2	0.97	2	0.98
CC(=O)NC(=S)Nc1ccc(S(=O)(=O)Nc2ncccn2)cc1	-6	-6	0	-0.2	6	-2	0.94	-1	1
CCOC(=O)c1c(C)nn(Cc2ccccc2)c1N	-3	-6	1	0.2	-2	-20	1	0	1.2
Cc1cccc(NC(=S)NC2CC3CCCC(C2)N3Cc2cccs2)c1C (centres undefined)	49*	-5	-4	0.0	-22	-131	1.2	-1	2.3*
COC(=O)c1ccccc1NC(=O)C1CCN(S(C)(=O)=O)CC1	13	-4	-2	0.0	-5	-1	1.1	-4	1
CCOc1ccc(C(C)=O)cc1CN1C(=O)NC2(CCCCCCC2)C1=O	-9	2	-2	-1.4	4	10	0.95	7	0.9
CCOc1ccc(N(CC(=O)NCCSCc2ccco2)S(=O)(=O)c2ccc(F)cc2)cc1	0	-11	-6	-0.6	-42	-5	1.4	-1	1.1
Cc1nc(SCC(=O)N2CCCC2=O)nc(C)c1C	2	-10	-3	0.0	-19	-3	1.2	-2	1
NC(=S)N/N=C/c1cn(CCC(=O)O)nc1-c1cccc(Br)c1	-2	-6	-5	0.7	0	2	1	-4	0.98
CC1(C)Cc2c(sc(NC(=O)c3ccc(S(=O)(=O)N4CCCCCC4)cc3)c2C(N)=O)C(C)(C)N1	-5	-7	-4	0.2	2	17	0.97	-3	0.83
COc1ccc(NC(=O)c2c[nH]n3c(=O)cc(C4CCN(C(=O)OC(C)(C)C)CC4)nc23)cc1Cl	-4	-1	-4	2.4	-31	-19	1.3	-5	1.2
COc1ccc(-n2c(C)cc(/C=N/Nc3nnc(C)n3N)c2C)cc1	-2	-2	0	2.3	-14	1	1.1	0	0.99
O=C(NCCCN1CCN(CCCNC(=O)c2cc([N+](=O)[O-])ccc2Cl)CC1)c1cc([N+](=O)[O-])ccc1Cl	-4	2	0	14	-2	8	1	8	0.92
CCN(CC(=O)Nc1c(F)cccc1F)C(=O)CSc1ccccc1	-5	-1	2	-1.2	3	7	0.97	3	0.93
CC(C(=O)Nc1ccccc1-c1ccccc1)N(C)Cc1nc2ccccc2c(=O)[nH]1 (centres undefined)	-5	-5	-3	-1.5	-65	-11	1.7	-2	1.1
Cc1ccc(F)c(NC(=O)CCc2ccccc2)c1	-2	-3	0	-2.0	10	5	0.9	-1	0.95
COc1cc(CNc2nc3c(C)cc(C)cc3s2)ccc1O	-18	-6	-6	1.1	-19	-1	1.2	-5	1
O=c1cc(CCl)nc2scc(-c3ccccc3)n12	1	1	-5	3.4	6	0	0.94	12	1

Single records (already shown). Order of screens: ATG4B inh	A3G deaminase	MIN6 prolif	MPTP block	hIAP block	mIAP inh	hIAP activ	APOBEC3A inh	mIAP act
CN(c1ccccc1)S(=O)(=O)c1ccc(C(=O)NCc2ccco2)cc1 across the screens: -6	-4	-4	0.0	9	4	0.91	-3	0.96
Cc1noc(N)c1C1(O)C(=O)N(C(C)C)c2ccccc21 (centres undefined) across the screens: -9	1	0	2.9	-12	-9	1.1	2	1.1
COc1cc(OC)cc(C(=O)NCC(=O)OCC(=O)N2CC(C)CC(C)C2)c1 (centres undefined) across the screens: 1	-15	3	-0.7	-5	3	1.1	-5	0.97

Remaining list, next part.
SMILES	ATG4B inh	A3G deaminase	MIN6 prolif	MPTP block	hIAP block	mIAP inh	hIAP activ	APOBEC3A inh	mIAP act
CCOC(=O)N1CCN(Cc2cc(Cl)c3cccnc3c2O)CC1	-4	4	-6	x	-18	6	1.2	2	0.94
C#CCOCCOCCOCCNc1nc(N2CCN(C(=O)[C@H](CCCCN)n3cc([C@@H](N)C(C)CC)nn3)CC2)nc(N2CCN(C(=O)[C@H](CCCCN)n3cc([C@@H](N)CC(C)C)nn3)CC2)n1 (some centres undefined)	9	-13	-4	-4.8	-22	-14	1.2	-4	1.1
CC(=O)Oc1ccccc1C(=O)Nc1ccccc1C(=O)N1CCCC1	-1	-7	3	0.5	-31	4	1.3	-1	0.96
Nc1ncnc(Nc2c(F)cccc2F)n1	4	-2	-1	1.1	8	2	0.92	6	0.98
CCCCCCOc1cccc(N)c1	-2	-7	-2	0.4	10	-4	0.9	-3	1
CCN(CC)C(=N)/C(C#N)=N/Nc1ccc(C)cc1	-3	-5	1	-0.5	7	11	0.93	-2	0.89
Cc1ccc(CN2CCC(n3nccc3NC(=O)CCCc3ccccc3)CC2)o1	9	-3	2	0.6	-13	-9	1.1	0	1.1
CC(C)CN(C(=O)COC(=O)c1cccn1C)c1c(N)n(Cc2ccccc2)c(=O)[nH]c1=O	-6	7	-3	-1.3	18	-6	0.82	-2	1.1
COc1cc(NC(=S)NCCc2c[nH]c3ccccc23)c(OC)cc1Cl	20	0	0	4.7	-5	-44	1	0	1.4
C/C(Cn1cnc([N+](=O)[O-])n1)=N/NC(=O)COc1c(Cl)cc(Cl)cc1Cl	8	-5	3	0.7	-2	10	1	-4	0.9
COC(=O)c1cn(N(C)c2ncc(C(F)(F)F)cc2Cl)c(=O)c2ccccc12	3	-1	-2	7.9	20	12	0.8	-1	0.88
C=CCS(=O)(=O)N1CCCC(Cc2ccccc2C)(C(=O)OCC)C1 (centres undefined)	-3	5	-2	-1.1	8	-8	0.92	-8	1.1
CCCN(CCC)c1ncnc2nc[nH]c12	-8	-5	6	-1.9	-71	-2	1.7	-2	1
CCOC(=O)C1(C(F)(F)F)N=C(C(F)(F)F)Nc2ccccc21 (centres undefined)	-5	-2	1	0.5	3	1	0.97	1	0.99
COc1ccc(OC)c(NC(=O)C(=S)NC2CCCCC2)c1	13	-3	-5	5.7	-32	-20	1.3	-5	1.2
CCOc1ccccc1N1CCN(Cc2cccc(OC)c2OC)CC1	3	-7	-1	0.3	-2	3	1	-2	0.97
Cc1cc(SCC(=O)Nc2cccc(S(N)(=O)=O)c2)c(C)cc1Br	-12	-8	2	0.9	-10	0	1.1	-1	1
CC(c1n[nH]c(=S)n1Cc1ccccc1)N(C)C (centres undefined)	-10	-13	0	-2.1	-3	-2	1	-4	1
COc1cc(-c2cc(C(=O)N3CCN(c4ccccn4)CC3)c3ccccc3n2)cc(OC)c1OC	-15	-4	-3	0.1	-8	12	1.1	-5	0.88
O=C(CCc1nnc(C2CCCCC2)o1)N1CCCCC1CCn1cccn1 (centres undefined)	-9	-2	-2	-0.1	-4	-5	1	-1	1.1
CCOC(=O)N1CCN(c2ccccc2OC)CC1	-7	-7	-2	-1.0	-4	-7	1	-4	1.1
CCC(Sc1n[nH]c(=O)[nH]c1=O)C(=O)OCc1ccccc1 (centres undefined)	4	-3	0	-1.8	3	10	0.97	-1	0.9
CCc1nnc(NS(=O)(=O)c2ccc(NC(=S)NC(=O)/C=C/c3ccc(OC)cc3)cc2)s1	29	-4	0	18	-20	7	1.2	3	0.93
COc1cc(S(=O)(=O)NCCCn2ccnc2)ccc1Cl	1	0	-2	1.2	-19	-3	1.2	-8	1
CCc1ccc(NC(=O)C2=CC(c3cccs3)=NS(=O)(=O)N2C)cc1	-11	0	-3	-0.7	5	21	0.95	1	0.79
O=C(c1c(O)c2ccccc2oc1=O)C1CCCCC1	3	-5	0	3.2	-9	-15	1.1	3	1.2
Cc1ccc(O)c(C2=Nc3ccccc3N=C(c3cccs3)C2)c1	15	4	-5	1.4	3	8	0.97	1	0.92
